# Compound activity from PubChem BioAssay.
# p53 reactivator: restores transcriptional activity of mutant p53 | AID 504706 | H1299 p53-A138V BP100-luciferase reporter, luminescence, 24 h | Potency, µM (series often up to 92.2 µM), for the others: at the top dose activity change, positive = activation, actives largely listed as activators | 320,000 tested, 0.063% active; further: potency means the concentration at half of the fitted maximal effect; % of control where 0% means no effect; nearly all actives have a fitted effect of over 45% in size
#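 p53-null H1299 cells stably carrying temperature-sensitive p53-A138V and a BP100-luciferase reporter were pinned with compounds (4-point, 1:5 series) and held 24 hrs at 37 deg C. Luminescence was read 10 min after detection reagent.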
# VP16 counter: inhibits Gal4-VP16 luciferase reporter, ROR gamma counter-screen | Drosophila S2 Gal4-VP16 UAS-luciferase, luminescence, 20 h | Potency, µM (top dose mostly 53.6 µM), without a hit: top-dose activity, negative = inhibition, actives largely listed as inhibitors | 310,000 tested, 3.5% active;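 further: Gal4-VP16 expression switched on by copper sulfate through the metallothionein promoter; potency means the concentration at half of the fitted maximal effect; on the % scale 0 is the no-effect control and ±100 the full control effect; nearly all actives have a fitted effect of over 50% in size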
# RORg inh: ROR gamma (mouse) transcription inhibition. P51450. Drosophila S2 Gal4-RORgamma UAS-luciferase reporter, 20 h. Potency, µM (top dose mostly 53.6 µM), for inactives: top-dose activity change, negative = inhibition, actives largely listed as inhibitors. 310,000 tested, 5.4% active; further: potency means the concentration at half of the fitted maximal effect; on the % scale 0 is the no-effect control and ±100 the full control effect; nearly all actives have a fitted effect of over 60% in size
# Target sequence (P51450 whole entry, looked up, the tested form may be a part): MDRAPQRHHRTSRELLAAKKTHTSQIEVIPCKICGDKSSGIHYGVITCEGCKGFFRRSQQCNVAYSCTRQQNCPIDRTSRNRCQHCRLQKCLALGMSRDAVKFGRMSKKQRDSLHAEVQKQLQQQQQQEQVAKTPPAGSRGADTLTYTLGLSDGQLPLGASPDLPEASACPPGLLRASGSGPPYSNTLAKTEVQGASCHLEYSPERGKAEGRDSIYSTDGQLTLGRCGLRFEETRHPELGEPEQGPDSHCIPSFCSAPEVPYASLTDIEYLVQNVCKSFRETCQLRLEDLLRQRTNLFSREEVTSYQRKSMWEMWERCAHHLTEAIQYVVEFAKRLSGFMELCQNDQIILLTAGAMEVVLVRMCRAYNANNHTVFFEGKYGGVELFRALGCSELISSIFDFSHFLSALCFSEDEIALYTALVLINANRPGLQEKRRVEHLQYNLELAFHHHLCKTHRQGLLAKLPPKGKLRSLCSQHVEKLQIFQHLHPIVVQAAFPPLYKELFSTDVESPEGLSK
#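 Luminescence from a UAS-regulated Photinus luciferase reporter in stably transfected Drosophila Schneider cells is measured; decreased signal marks ROR gamma inhibition. Fusion expression is induced by 700 uM copper sulfate for 20 hr.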
# Rab9 prom act: activators of Rab9 promoter. Huh7 Rab9 promoter-luciferase reporter, luminescence, 24 h. Potency, µM (doses to about 9.22 µM), for inactives: at the highest dose activation, negative = inhibition, usual class: activators. 320,000 tested, 2.8% active. AID 485297; further: potency means the concentration at half of the fitted maximal effect; % of control where 0% means no effect; nearly all actives have a fitted effect of over 60% in size
#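 Huh7 cells stably carrying a Rab9 promoter-luciferase reporter, 1500 cells per well in OP-MEM I with 10% FBS, treated with compound 24 hours at 37C. Luciferase activity read by luminescence after 10 minutes with Amplite reagent.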
# BRCA1 expr up: BRCA1 expression activation. MCF7-BRCA1-FFLuc reporter, luminescence, 48 h; response scale: scaled: vehicle 0%, 10 µM genistein 100%. Potency, µM (doses to about 46.1 µM), for the others: at the top dose activation, most hits filed as activators. 380,000 tested, 1.1% active. AID 624202; further: potency means the concentration at half of the fitted maximal effect; nearly all actives have a fitted effect of over 80% in size; some results filed as inactive show a strong effect at the top dose
#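 Luminescence from a BRCA1-driven firefly luciferase in MCF7 cells was read after 48 h compound exposure at 37 C. Data normalized against DMSO and a 10microM genistein activation control, then curve-fitted across the titration.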
# FLuc counter: inhibits or activates purified firefly luciferase, miR-21 counter-screen; P08659; purified FLuc, Km substrates, luminescence inhibition; 360,000 tested, 6.9% active; Potency, µM (series often up to 57.5 µM), without a hit: at the highest dose activity change, negative = inhibition, actives largely listed as inhibitors;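 further: potency means the concentration at half of the fitted maximal effect; plate controls were vehicle for no effect and reference inhibitor for full effect; nearly all actives have a fitted effect of over 55% in size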
# Target sequence (P08659 whole entry, looked up): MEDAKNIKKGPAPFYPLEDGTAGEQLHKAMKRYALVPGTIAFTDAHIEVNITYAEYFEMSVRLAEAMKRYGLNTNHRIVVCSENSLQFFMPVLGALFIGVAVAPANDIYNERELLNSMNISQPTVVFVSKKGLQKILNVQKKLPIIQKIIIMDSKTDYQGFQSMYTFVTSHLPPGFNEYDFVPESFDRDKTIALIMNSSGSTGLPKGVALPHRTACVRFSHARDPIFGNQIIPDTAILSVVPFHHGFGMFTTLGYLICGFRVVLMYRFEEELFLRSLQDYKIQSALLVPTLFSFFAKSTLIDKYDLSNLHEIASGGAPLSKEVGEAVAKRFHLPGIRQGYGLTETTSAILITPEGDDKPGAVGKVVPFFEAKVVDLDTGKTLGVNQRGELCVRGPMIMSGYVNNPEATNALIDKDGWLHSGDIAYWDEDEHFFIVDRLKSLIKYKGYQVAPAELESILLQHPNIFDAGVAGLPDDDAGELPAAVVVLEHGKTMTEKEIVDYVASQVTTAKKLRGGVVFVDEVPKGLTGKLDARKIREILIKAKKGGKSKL
#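 Purified P. pyralis luciferase (10nM final) with 10uM D-luciferin and 10uM ATP (Km levels) in 50mM Tris acetate pH 7.5, 10mM Mg acetate, 0.01% Tween-20, 0.05% BSA; qHTS 6-point titration, ~60 µM downward; luminescence read.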
# PKM2 act: increases activity of human pyruvate kinase M2; Potency, µM (titrated, usually from 57.5 µM), without a hit: at the highest dose activation, usual class: activators; AID 1631; 260,000 tested, 0.34% active; purified PKM2, Kinase-Glo ATP luminescence, activation; response scale: 0% is enzyme alone, no compound; P14618; further: potency means the concentration at half of the fitted maximal effect; on the % scale 0 is the no-effect control and ±100 the full control effect; nearly all actives have a fitted effect of over 55% in size
#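 Purified hPK-M2 (>95% pure) converted ADP (0.1 mM final) to ATP with 0.5 mM PEP in 50 mM imidazole pH7.2, KCl, MgCl2, Tween 20, BSA; 1 h at room temperature. ATP detected by Kinase-Glo luminescence.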
# NPC1 prom act: activates the NPC1 promoter. 320,000 tested, 2.4% active. Potency, µM (series often up to 9.22 µM), inactives show at the top dose activation, actives largely listed as activators. Huh7 NPC1 promoter luciferase reporter, 24 h;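 further: potency means the concentration at half of the fitted maximal effect; % of control where 0% means no effect; nearly all actives have a fitted effect of over 60% in size; reporter is driven by a mutant NPC1 promoter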
#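 Huh7 cells stably carrying NPC1 promoter–luciferase, plated in Opti-MEM with 10% FBS for 2 h, were exposed to compound in DMSO for 24 h at 37 °C; luciferase reagent was added for 10 min and luminescence read.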
# Giardia kill: Giardia lamblia killing. Giardia lamblia trophozoite viability. activity change, % at 7.66 µM, hits read low. 340,000 tested, 0.15% active; in the data active means activity change below about -80%; inconclusive means between about -30% and that limit;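 further: parasites exposed to compound for two days anaerobically before the ATP read; on the % scale 0 is the no-effect control and ±100 the full control effect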
#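 Luminescent ATP signal served as the viability read-out, measured 15-30 min after adding ATP detection reagent to trophozoites that had been incubated with compounds for 48 hrs at 37 deg C anaerobically at 100 cells/well.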
# Menin-MLL TR inh: menin-MLL binding inhibition, Texas Red mutant peptide; Menin + Texas Red MLL mutant peptide, fluorescence polarization; Potency, µM (titrated, usually from 61.6 µM), for the others: top-dose FP activity change, negative = inhibition, actives largely listed as inhibitors; 270,000 tested, 0.23% active; AID 1768; active means well fitted inhibition curve with a large enough effect in the polarisation, with a control signal flat, not every such curve was filed as active; inconclusive means small, poorly fitted or top-dose-only effect, or effect the other way, or a change in a side signal; inactive means no such curve, though single readings can be large or run the other way; the % refers to the polarisation; further: potency means the concentration at half of the fitted maximal effect; % of control where 0% means no effect; many of its hits are not listed in these tables
# ELG1 genotoxic: induces genotoxicity in HEK293T cells with luciferase-tagged ELG1; HEK293T ELG1-luciferase reporter, luminescence, 16 h; 330,000 tested, 1.3% active; Potency, µM (series often up to 46 µM), inactives show at the top dose activity change, positive = activation, usual class: activators; further: potency means the concentration at half of the fitted maximal effect; % of control where 0% means no effect; nearly all actives have a fitted effect of over 60% in size
#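 Cells (2,000/well) expressing the ELG1-luciferase fusion are dosed by pin tool and kept 16 hr at 37 °C, 5% CO2. Signal comes from ONE-Glo luciferase reagent after 30 min at room temperature.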
# An asterisk follows results filed as active; u = inconclusive; x = no result given; & = joins results of further samples; [ ] = dose if it differs, or a comment. Unless noted, the call rests on the fitted dose curve; in most records, active means well fitted curve in the direction sought with a large enough effect; inconclusive means small, poorly fitted or top-dose-only effect, or another doubt; inactive means no such curve, though single readings can be large; an effect the other way counts as inactive or inconclusive. Not all compounds are listed, so the mix of outcomes need not match the whole.
# Preview:
# Each structure is followed by: p53 reactivator	VP16 counter	RORg inh	Rab9 prom act	BRCA1 expr up	FLuc counter	PKM2 act	NPC1 prom act	Giardia kill	Menin-MLL TR inh	ELG1 genotoxic
COc1ccccc1NC(=O)NC1(C(=O)N2CCCCC2)CCCCC1
→ -4%	-3%	-1%	-7%	-4%	0%	0%	-1%	14	3%	1%
CCc1ccc(Nc2ncc3c(n2)CC(c2ccc(OC)cc2)CC3=O)cc1 (configuration not stated)
→ -4%	-15%	0%	-1%	-21%	5%	1%	-2%	0	17%	0%
CCC1(C)Cc2c(sc3nnn(CC(=O)Nc4ccccc4)c(=O)c23)CO1 (configuration not stated)
→ -10%	-5%	9%	0%	-18%	0%	-4%	-5%	-2	49%[activator]	-4%

# The list itself, from the start:
# Each structure is followed by: p53 reactivator	VP16 counter	RORg inh	Rab9 prom act	BRCA1 expr up	FLuc counter	PKM2 act	NPC1 prom act	Giardia kill	Menin-MLL TR inh	ELG1 genotoxic
COc1ccccc1NC(=O)NC1(C(=O)N2CCCCC2)CCCCC1
→ -4%	-3%	-1%	-7%	-4%	0%	0%	-1%	14	3%	1%
CCc1ccc(Nc2ncc3c(n2)CC(c2ccc(OC)cc2)CC3=O)cc1 (configuration not stated)
→ -4%	-15%	0%	-1%	-21%	5%	1%	-2%	0	17%	0%
CCC1(C)Cc2c(sc3nnn(CC(=O)Nc4ccccc4)c(=O)c23)CO1 (configuration not stated)
→ -10%	-5%	9%	0%	-18%	0%	-4%	-5%	-2	49%[activator]	-4%
CCOc1cc(NC(=S)NCC2CCCO2)c(OCC)cc1NC(=O)c1ccc(OC)cc1 (configuration not stated)
→ -1%	10µM*	11µM*	-4%	-8%	-5%	-12%	-2%	-3	0%	-9%
Clc1ccc2nc(SCc3nnc(-c4ccccc4)o3)[nH]c2c1
→ -4%	-4%	7%	-2%	-20%	4%	17%	-2%	10	-2%	-1%
CCCOC(=O)C1=C(C)NC2=C(C(=O)CCC2)C1c1cc(OC)ccc1OC (configuration not stated)
→ -7%	7%	u	0%	-3%	1%	7%	-1%	9	-1%	3%
COc1cc(/C=C/C(=O)N2CCCc3ccccc32)cc(OC)c1OC
→ -7%	2%	11%	-5%	-18%	1%	4%	-2%	3	-4%	-8%
COc1ccccc1-c1nnc(N(C)C(=O)C2CCCO2)s1 (configuration not stated)
→ -3%	9%	5%	-6%	-31%	u	4%	-5%	-5	-1%	20%
O=C(CCNC(=O)c1ccc([N+](=O)[O-])cc1)NC1CCCCC1
→ 7%	x	x	-5%	-16%	-1%	x	0%	6	x	0%
CCOc1cc(C(=O)Nc2ccncc2)cc(OCC)c1OCC
→ -3%	u	-7%	-1%	-33%	1%	-26%	0%	-9	-3%	-4%
Cc1nc(SCC(=O)Nc2ccccc2Cl)c2c(C)c(C)sc2n1
→ -6%	x	x	-2%	-12%	1%	x	1%	21	x	4%
COCCCC1CCN(C(=O)c2cc(COc3cc(C)ccc3C)on2)CC1
→ u	3%	12%	3.5µM*	3.2µM*	12µM*	x	2.5µM*	4	x	u
COc1ccc(NC(=O)NC2CCCc3ccccc32)c(OC)c1 (configuration not stated)
→ -10%	2%	19%	-2%	-30%	7%	4%	-2%	24	4%	-15%
O=C(COC(=O)C1CCC1)NCc1ccccc1Cl
→ 3%	-6%	-5%	9%	11%	24µM*	-6%	-3%	3	18%	0%
CCN(Cc1ccccc1)C(=O)CCS(=O)(=O)c1ccc2c(c1)CCN2C(C)=O
→ -5%	2%	-4%	-4%	-4%&12%	4%&-7%	17%[0.46 µM]	-6%	18	-7%	-6%
CC12CN3CC(C)(CN(C1)C3c1cc3ccccc3[nH]1)C2=O (configuration not stated)
→ -9%	10%	0%	-6%	-10%	1%	23%	1%	10	4%	3%
CC(C)(C)OC(=O)N1CCN(C(=O)[C@H](Cc2ccc(O)cc2)n2cc(CCO)nn2)CC1
→ -3%	-3%	-8%	10%	8%	0%	4%	-2%	-6	11%	4%
O=C(c1ccc([N+](=O)[O-])cc1)N1C=CC(C(F)(F)F)=NCC1
→ 1%	-3%	3%	3%	16%	-1%	u	-6%	-1	-10%	0%
O=C(COc1ccc(Cl)cc1Cl)Nc1ccc2nc3n(c(=O)c2c1)CCCC3
→ -14%	-5%	4%	-9%	0%	-2%	-8%	2%	-2	39%[activator]	-6%
CCOc1ccccc1CN1CCC(n2nccc2NC(=O)CCCc2ccccc2)CC1
→ 17%	-8%	-2%	-2%	-1%	1%	x	0%	-11	x	-9%
COc1ccc(C(C)=O)cc1CS(=O)(=O)CC(=O)O
→ 16%	-4%	7%	-7%	6%	-1%	5%	0%	19	6%	5%
O=C(c1ccccc1[N+](=O)[O-])N1CCN(Cc2ccc3c(c2)OCO3)CC1
→ -5%	0%	2%	-6%	0%	6%	0%	-4%	0	3%	-3%
Cc1ccc(-c2cc3ccccc3nc2N2CCOCC2)cc1
→ -1%	2%	-20%	0%	0%	4%	-3%	3%	11	u	-4%
Cc1ccsc1/C=N/NC(=O)c1c[nH]c2ccccc12
→ 17%	12%	u	2.5µM*	55%	12µM*	2%	4.5µM*	1	33%[activator]	u
CCCNC(=O)CN(C)S(=O)(=O)c1c(C)cc(C)cc1C
→ -4%	0%	9%	0%	-5%	7%	0%	-1%	-1	8%	4%
Cc1ccc(NC(=O)NCCN2CCCCC2)cc1
→ x	x	x	-1%	15%	5%	-13%	-4%	-13	-11%	4%
C=CCc1cc2c(oc(=O)c3ccccc32)c(C)c1O
→ 0%	-14%	8%	0%	-11%	-16%	-5%	-1%	-12	u	2%
CCN(CC)c1ccc(/C=N/NC(=O)c2c(Cl)cnn2C)c(O)c1
→ u	-10%	18%	-33%[inhibitor]	-61%	u	-9%	-19%	-2	1%	u
CSc1nc2ccsc2c(=O)n1-c1ccccc1
→ 0%	8%	3%	-3%	-28%	1%	7%	-12%	5	1%	2%
OCCNCCOc1ccc(Cl)c(Cl)c1
→ -6%	-5%	0%	-6%	-4%	6%	1%	3%	6	-19%	0%

# Arranged by value in PKM2 act (smallest number first): some entries from above
Structure	PKM2 act
C=CCc1cc2c(oc(=O)c3ccccc32)c(C)c1O	-5%
Cc1ccsc1/C=N/NC(=O)c1c[nH]c2ccccc12	2%
CSc1nc2ccsc2c(=O)n1-c1ccccc1	7%

# The list continues.
# Each structure is followed by: p53 reactivator	VP16 counter	RORg inh	Rab9 prom act	BRCA1 expr up	FLuc counter	PKM2 act	NPC1 prom act	Giardia kill	Menin-MLL TR inh	ELG1 genotoxic
CC(Sc1nnc(-c2ccc(Cl)cc2)n1N)C(=O)NCC1CCCO1 (configuration not stated)
→ 4%	x	x	-2%	-8%	0%	x	1%	5	x	5%
COc1ccc(CN2CC(C(=O)NCCN3CCN(c4ccccc4F)CC3)CC2=O)cc1 (configuration not stated)
→ 2%	-11%	-37%	0%	-1%	7%	-3%	-1%	7	-24%	-1%
COc1ccc(OC)c(C2CC(c3c(-c4ccccc4)c4cc(Cl)ccc4[nH]c3=O)=NN2S(C)(=O)=O)c1 (configuration not stated)
→ -46%[inhibitor]	-8%	u	1%	-30%	0%	-4%	-1%	-9	-20%	-7%
CC(C)(C)c1cc[n+](-c2[nH]c(=O)sc2/C=N/NC([S-])=Nc2ccccc2)cc1
→ 8%	22%	4%	1%	-24%	-15%	-1%	-1%	0	x	-6%
Cc1cccc(C(=O)NCC(=O)OCC(=O)N2CC3(C)CC2CC(C)(C)C3)c1 (configuration not stated)
→ -3%	-9%	u	0%	-4%	0%	5%	7%	1	-21%	0%
CCCNC(=O)CN(C)CC(=O)Nc1ccccc1C#N
→ 5%	-22%	10%	0%	-17%	-2%	-2%	-2%	-28	1%	-2%
Cc1cccc(N2CCN(CC(=O)Nc3nccs3)CC2)c1C
→ -1%	-12%	10µM*	-3%	-7%	12%	-1%	-5%	9	-12%	-8%
O=C1CCN(Cc2ccccc2)CCN1[C@H](CSc1ccccc1)c1ccccc1
→ 10%	u	6%	-2%	5%	u	5%	1%	-16	-15%	18%
COC(=O)c1cccnc1NC(=S)NNC(=O)c1ccccc1
→ 18%	-1%	-6%	u	6%	0%	0%	22%	-8	0%	u
C[C@@H](C(=O)NCCc1ccccc1F)N1C(=O)N2CCc3c([nH]c4ccccc34)[C@@]2(C)C1=O
→ 8%	-8%	44%	11%	-27%	u	4%	11%	3	12%	1%
